Assay outcomes deposited in PubChem by The Scripps Research Institute Molecular Screening Center.
PAFAH2 inh: PAFAH2 enzyme inhibitors, primary screen, biochemical, fluorescence polarization, human. 340,000 tested, 0.99% active. Platelet-activating factor acetylhydrolase 2, cytoplasmic (Homo sapiens), Q99487. AID 492956, 2010. inhibition, % at 3.39 µM. recombinant PAFAH2, FP-rhodamine activity probe;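 active = inhibition above the mean over all tested compounds plus 3 SD, cut at about 30% in these data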;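 note: inhibitors block probe labeling of enzyme so polarization drops; 0% = enzyme with DMSO and 100% = wells lacking PAFAH2 protein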
pPAFAH inh: pPAFAH enzyme inhibitors, primary screen, biochemical, fluorescence polarization, human; Platelet-activating factor acetylhydrolase (Homo sapiens), Q13093; AID 463082, 2010; recombinant pPAFAH, FP-rhodamine probe fluorescence polarization; inhibition, % at 3.39 µM; 330,000 tested, 1.5% active;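 active = inhibition above the mean inhibition across the screen plus 3 SD, cut at about 25% in these data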;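 note: inhibitors block binding of the rhodamine activity-based probe so polarization drops; 0% = enzyme with DMSO and 100% = wells lacking pPAFAH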
PREPL inh: PREPL enzyme inhibitors, primary screen, biochemical, fluorescence polarization | Prolyl endopeptidase-like (Homo sapiens), Q4J6C6 | recombinant PREPL, fluorescence polarization activity-based probe | inhibition, % at 5.96 µM | 320,000 tested, 0.68% active | AID 2751, 2010; in the data active = inhibition above about 43%;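 note: 0% = enzyme with DMSO and 100% = wells lacking enzyme; many of its hits are not listed in these tables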
PAFAH1B3 inh: PAFAH1B3 enzyme inhibitors, primary screen, biochemical, fluorescence polarization, human; Platelet-activating factor acetylhydrolase IB subunit alpha1 (Homo sapiens), Q15102; recombinant PAFAH1B3, FP-rhodamine probe; inhibition, % at 3.39 µM; 340,000 tested, 0.28% active; AID 492972, 2010;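 active = inhibition above the screen-wide average of all tested compounds plus 3 SD, cut at about 25% in these data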;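 note: 0% = enzyme with DMSO only and 100% = wells lacking PAFAH1B3 protein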
Target sequence (Q15102 whole entry, looked up): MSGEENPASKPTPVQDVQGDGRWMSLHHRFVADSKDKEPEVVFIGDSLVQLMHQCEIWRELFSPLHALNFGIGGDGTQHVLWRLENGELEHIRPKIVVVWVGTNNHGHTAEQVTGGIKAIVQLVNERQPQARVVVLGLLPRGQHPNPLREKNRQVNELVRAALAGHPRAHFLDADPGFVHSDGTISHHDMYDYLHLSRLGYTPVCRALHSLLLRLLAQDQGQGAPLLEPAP
PAFAH1B2 FP inh: PAFAH1B2 enzyme inhibitors, primary screen, biochemical, fluorescence polarization, human. 340,000 tested, 1.2% active. AID 492953, 2010. inhibition, % at 3.39 µM. recombinant PAFAH1B2, FP-rhodamine activity probe;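 active = inhibition above the mean of all tested compounds plus 3 SD, cut at about 24% in these data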;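 note: 0% = enzyme with DMSO and 100% = wells lacking PAFAH1B2; many of its hits are not listed in these tables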
PAD4 inh: human PAD4 inhibitors, primary screen, biochemical, fluorescence polarization, 1536-well format. recombinant PAD4, RCA probe fluorescence polarization. inhibition, % at 6.36 µM. AID 485272, 2010. Protein-arginine deiminase type-4 (Homo sapiens), Q9UM07. 330,000 tested, 0.41% active;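 active = percent inhibition above a cutoff equal to the mean of all tested compounds plus 3 SD, cut at about 15% in these data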;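 note: 0% = PAD4 with RCA probe and DMSO and 100% = probe without PAD4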
LYPLA1 inh: LYPLA1 inhibitors, primary screen, counter-screen for PME1 inhibitor project, biochemical, fluorescence polarization, FP-Rh probe ABPP; Acyl-protein thioesterase 1 (Homo sapiens), O75608; recombinant LYPLA1; inhibition, % at 5.9 µM; 320,000 tested, 0.16% active; AID 2174, 2009;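 active = inhibition above the mean of all tested compounds plus 3 SD, set per campaign, cut at about 14% in these data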;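 note: inhibitors block serine hydrolase probe labeling of LYPLA1 so polarization falls; 0% = enzyme with DMSO and 100% = wells lacking LYPLA1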
Target sequence (O75608 whole entry, looked up): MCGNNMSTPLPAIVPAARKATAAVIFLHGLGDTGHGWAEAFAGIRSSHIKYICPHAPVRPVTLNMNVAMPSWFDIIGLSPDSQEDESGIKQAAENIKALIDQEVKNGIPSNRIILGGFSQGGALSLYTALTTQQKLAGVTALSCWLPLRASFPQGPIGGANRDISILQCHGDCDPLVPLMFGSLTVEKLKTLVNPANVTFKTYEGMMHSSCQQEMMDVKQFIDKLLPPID
LYPLA2 inh: LYPLA2 inhibitors, primary screen, counter-screen for PME1 inhibitor project, biochemical, fluorescence polarization, FP-Rh probe ABPP. recombinant LYPLA2. inhibition, % at 5.9 µM. 320,000 tested, 0.38% active;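 active = inhibition above the screen-wide mean plus 3 SD, limit set per campaign, cut at about 26% in these data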;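 note: 0% = LYPLA2 with DMSO and 100% = wells lacking LYPLA2 enzyme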
Target sequence (O95372 whole entry, looked up): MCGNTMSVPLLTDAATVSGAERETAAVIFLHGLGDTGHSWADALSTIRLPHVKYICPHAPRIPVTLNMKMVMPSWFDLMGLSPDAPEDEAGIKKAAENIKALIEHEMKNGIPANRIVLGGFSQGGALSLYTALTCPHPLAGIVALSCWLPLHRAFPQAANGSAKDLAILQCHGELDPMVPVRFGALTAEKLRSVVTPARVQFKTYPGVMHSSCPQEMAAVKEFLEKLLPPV
GSTO1 inh: inhibitors of recombinant GSTO1, primary screen, counter-screen for RBBP9 inhibitor project, biochemical, fluorescence polarization. Glutathione S-transferase omega-1 (Homo sapiens), P78417. activity-based probe fluorescence polarization. inhibition, % at 5.96 µM. 300,000 tested, 1.1% active. AID 1974, 2009;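 active = inhibition above the campaign mean inhibition plus 3 SD, cut at about 35% in these data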;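 note: 0% = GSTO1-1 with DMSO and 100% = wells lacking GSTO1-1 enzyme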
Target sequence (P78417 whole entry, looked up): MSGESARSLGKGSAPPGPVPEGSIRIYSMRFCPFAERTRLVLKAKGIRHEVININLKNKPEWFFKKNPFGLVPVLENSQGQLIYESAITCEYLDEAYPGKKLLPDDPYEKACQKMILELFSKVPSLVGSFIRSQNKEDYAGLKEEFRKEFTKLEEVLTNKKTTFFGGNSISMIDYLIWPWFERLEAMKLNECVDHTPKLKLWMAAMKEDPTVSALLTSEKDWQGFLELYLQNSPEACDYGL
Numbers without * were called inactive; x = no result given.

SMILES	PAFAH2 inh	pPAFAH inh	PREPL inh	PAFAH1B3 inh	PAFAH1B2 FP inh	PAD4 inh	LYPLA1 inh	LYPLA2 inh	GSTO1 inh
O=C(CCC(=O)Nc1cccc(C(F)(F)F)c1)NCC1CCCO1 (configuration not stated)	0.5	2.8	4.1	-0.8	-0.3	0.9	2.9	7.9	1.6
COc1ccc(CC(=O)NNC(=O)COc2ccc(F)cc2)cc1S(=O)(=O)N1CCOCC1	17.2	-2.8	13.0	4.2	1.9	-2.2	x	x	x
CN(C)S(=O)(=O)Nc1cc(F)cc(F)c1	4.4	-3.9	4.1	2.0	3.1	-10.6	-2.5	0.6	-8.0
Cc1cc(C)n(CCC(=O)N2CCN(S(=O)(=O)c3ccccc3)CC2)n1	1.0	6.1	0.5	-0.3	8.6	2.8	3.3	4.5	-1.6
CCn1c(=O)c2sccc2n(CC(=O)NCCC2=CCCCC2)c1=O	1.9	1.3	-3.0	6.6	2.7	-0.2	-3.3	-4.0	0.9
O=C(O)CC1(CC(=O)NCc2cccc(Cl)c2)CCCCC1	6.0	-1.2	8.0	0.7	8.5	-2.6	0.5	-5.4	-0.9
CNC(=O)c1[nH]cnc1C(=O)Nc1ccccc1	-0.7	3.1	1.5	2.0	7.3	-0.8	-2.5	1.1	x
O=C(Cc1cccc2ccccc12)Nc1nc(-c2cccc([N+](=O)[O-])c2)cs1	2.1	-0.9	0.0	4.4	3.1	-0.8	-18.9	-18.5	-1.6
CCCCN(C(=O)Nc1ccccc1)C1CCS(=O)(=O)C1 (configuration not stated)	2.4	-4.5	-7.3	7.4	-0.3	-4.7	-2.3	0.5	x
CCn1cc(C(=O)O)c(=O)c2cc(F)c(N3CCN(S(=O)(=O)c4ccc(NC(=O)OC)cc4)CC3)cc21	-25.6	0.6	-7.7	3.7	-2.4	-2.0	-3.6	4.2	-1.0
COc1ccc(/C(O)=C2\C(=O)C(=O)N(CCN(C)C)C2c2cccc(OC)c2OC)cc1 (configuration not stated)	-2.4	1.0	-1.9	7.6	-4.7	1.4	1.6	0.0	-1.1
Cn1c(=O)cc(SCC(=O)N2CCN(Cc3ccc4c(c3)OCO4)CC2)c2ccccc21	1.4	-0.8	-3.8	1.1	-2.7	-4.4	0.1	16.5	-5.7
CCOc1ccc(NC(=O)CSc2nc3ccccc3c(=O)n2CCCC(=O)NCCCN2CCCC2=O)cc1	2.1	4.5	17.3	6.0	1.9	-3.4	3.0	-6.0	10.7
O=C(NNS(=O)(=O)c1ccc(F)cc1)c1ccccc1O	2.9	3.2	4.4	-0.3	7.1	3.9	1.1	7.1	6.8
O=C(NCc1cccnc1)/C(=C/c1ccc([N+](=O)[O-])cc1)NC(=O)c1ccccc1	4.3	1.2	13.2	9.0	7.9	-1.6	x	x	x
CCC(C)(C)NC(=O)CN(Cc1cccs1)C(=O)CNS(=O)(=O)c1ccc(C)cc1	6.9	-0.4	6.4	9.5	3.6	3.6	0.9	3.4	8.4
COc1cccc(CN2CCN(CCCc3ccccc3)C(CCO)C2)c1OC (configuration not stated)	3.5	10.7	-4.2	-3.6	3.7	-1.9	-2.2	0.9	-6.7
Cc1ccc(N(C(C)C(=O)Nc2cc(Cl)ccc2Oc2ccccc2)S(C)(=O)=O)cc1 (configuration not stated)	-2.8	13.1	3.5	3.5	2.0	-4.9	-1.5	-0.6	0.6
CC(C)C(=O)Nc1cccc(C(=O)NCCc2ccc(S(N)(=O)=O)cc2)c1	1.1	-2.2	2.5	5.2	3.4	1.0	0.8	-5.5	-0.8
O=C(N/N=C/c1cc2ccccc2[nH]1)c1ccccc1Cl	2.8	5.1	-4.6	0.3	1.4	1.6	2.8	0.5	-9.8
O=C(O)c1ccc(F)c(S(=O)(=O)Nc2ccccc2Cl)c1	7.5	3.7	5.0	5.9	-0.2	1.2	-0.9	-1.9	3.2
CC(C)(C)OC(=O)CNC(=O)c1nc[nH]c1C(=O)N1CCNCC1	11.5	3.3	-3.4	8.0	2.1	-4.8	-2.3	1.0	-0.7
O=C(CN1CCN(C(=O)c2ccco2)CC1)Nc1ccc(Br)cc1	-7.4	-1.9	10.0	-3.5	-1.0	-3.4	0.5	-3.0	2.9
COc1ccc(/C=C(/NC(=O)c2cccs2)C(=O)NC(C)(C)C)cc1OC	6.6	0.5	1.4	11.2	7.1	-5.3	-2.9	-2.4	0.2
O=C(NCCCN1CCOCC1)c1ccc(S(=O)(=O)N2CCOCC2)cc1	-2.9	3.6	-3.1	-0.1	1.1	4.3	1.6	1.9	1.8

Further results follow:
SMILES	PAFAH2 inh	pPAFAH inh	PREPL inh	PAFAH1B3 inh	PAFAH1B2 FP inh	PAD4 inh	LYPLA1 inh	LYPLA2 inh	GSTO1 inh
O=C(COC(=O)Cc1n[nH]c(=O)c2ccccc12)Nc1ccc(Cl)cc1F	0.6	0.2	2.0	0.3	1.1	6.5	-3.9	4.2	-1.6
CCC1=NC(c2ccccc2Cl)N(O)C1(C)C (configuration not stated)	10.6	2.2	1.4	-2.0	-1.8	0.8	-0.5	-7.6	4.8
CN(C)c1nc2c(c(=O)[nH]c(=O)n2C)n1CCCc1ccccc1	-1.2	4.9	17.2	5.5	2.1	6.0	1.2	7.8	6.9
O=C(N/N=C1\C2CN3CCN(C2)CC1(c1ccccc1)C3)Nc1ccccc1	1.7	5.1	-10.2	2.2	5.8	-0.6	-1.5	-6.0	2.8
O=C1CC(/C=C/c2ccc(Cl)cc2)=Nc2ccccc2N1	3.6	-4.1	17.3	7.1	4.3	0.0	-7.7	-3.2	-16.4
O=C(NC1CCCC1)C(c1ccc(F)cc1)N(Cc1ccc(F)cc1)C(=O)c1ccn[nH]1 (configuration not stated)	12.8	-2.3	4.7	-0.4	10.6	2.4	1.0	8.5	-6.8
COc1ccc(S(=O)(=O)N2CCOC2CNC(=O)C(=O)NCc2ccco2)cc1 (configuration not stated)	-4.5	5.1	0.8	2.5	1.2	3.9	2.8	3.2	1.7
Cc1cc(C)cc(NC(=O)CSCc2cc(=O)n3ccsc3n2)c1	3.4	5.1	0.0	10.0	-0.5	-2.9	0.3	0.6	7.2
COc1ccc(CN2C(=O)c3cccnc3C2=O)cc1S(=O)(=O)N1CCOc2ccc(Cl)cc21	29.9*	0.0	-8.6	9.3	-1.2	-0.6	0.1	5.6	5.3
CCCCn1c(N)c(N(CCOC)C(=O)c2c(CC)noc2C)c(=O)[nH]c1=O	1.4	1.0	-3.1	6.7	-2.9	-4.3	-0.6	3.6	x
O=C(NCc1cccc(Cl)c1)C1CCCN(c2ncnc3c2nc2n3CCCCC2)C1 (configuration not stated)	9.6	-4.1	-0.5	7.9	3.7	-0.6	0.3	-3.0	1.1
COc1ccc(S(=O)(=O)N2CCCC2CNC(=O)C(=O)NCc2ccccc2Cl)cc1 (configuration not stated)	1.9	9.4	-1.8	1.6	-3.0	-1.4	-1.4	-1.0	-11.1
Cc1ccc(Nc2[nH]c(=O)c3ccccc3c2C(=O)c2ccccc2)cc1	x	0.8	0.1	x	x	-0.6	1.9	-5.3	6.5
CCCCCCCn1c2c(c(=N)c3ccccc31)CCC2	1.4	1.6	20.7	-1.7	4.4	-1.4	1.8	5.9	6.1
C=CCSc1nc(C)c(CCCC)c(=O)[nH]1	-1.9	-6.8	11.4	-3.1	3.5	2.7	-4.3	-10.2	-19.4
CCCCN(C1CCS(=O)(=O)C1)S(=O)(=O)c1ccc(OC)cc1 (configuration not stated)	-7.9	-0.8	-5.3	1.3	4.2	0.9	-0.4	-10.0	11.9
CC(Sc1nc(NCc2ccccc2)nc(N(C)C)n1)C(=O)Nc1ccccc1 (configuration not stated)	-4.0	-1.2	-1.6	-4.8	-0.8	-22.4	-10.4	-14.5	-1.3
CCCNc1nc(=S)n(-c2ccccc2)c(C)c1C(C)=O	-3.8	1.8	1.0	6.2	3.4	-2.9	-2.8	0.1	-0.7
Cc1nn(Cc2ccc(Cl)cc2)c(C)c1NC(=O)CSc1nc2c(c(C(F)(F)F)n1)CCc1ccccc1-2	-3.0	-2.6	4.5	5.8	5.1	2.8	-1.2	7.7	-0.7
Cc1nc(COC(=O)c2ccc(CO)cc2)cs1	8.6	-0.3	4.7	-4.3	0.5	2.5	-2.2	3.2	0.5
COc1cc(OC)cc(C(=O)N2CCN(S(C)(=O)=O)CC2)c1	5.6	-0.9	-4.8	-2.6	-4.2	3.3	-1.1	-0.9	5.3
COc1ccccc1C(=O)COC(=O)C(CCSC)NC(=O)COc1ccccc1 (configuration not stated)	-0.3	3.4	-3.0	10.5	5.9	0.4	3.6	2.9	14.4
O=C(CCCCCNC(=O)N1CCn2c1nc1ccccc12)NCc1ccc(F)cc1	4.5	1.5	1.9	7.8	-3.6	1.8	0.2	-0.3	-3.9
CCCCP(=O)(CCCC)Cc1ccccc1	5.4	2.5	-5.5	-8.6	2.3	-0.9	-2.6	5.6	-1.1
c1ccc(-n2nnc3ccccc32)cc1	-3.4	4.5	3.1	-3.4	7.0	-2.0	-2.1	3.2	1.4

(next part)
SMILES	PAFAH2 inh	pPAFAH inh	PREPL inh	PAFAH1B3 inh	PAFAH1B2 FP inh	PAD4 inh	LYPLA1 inh	LYPLA2 inh	GSTO1 inh
COc1ccc(OC)c(NS(=O)(=O)c2ccc(-c3coc(C)n3)cc2)c1	-1.3	2.8	8.4	9.1	3.0	0.1	2.7	3.0	13.3
NS(=O)(=O)c1ccc(O)c(NC(=O)c2ccc([N+](=O)[O-])o2)c1	18.9	0.9	11.6	13.8	1.1	-11.9	3.3	4.5	15.9
CCOc1ccccc1CN1CCN(Cc2[nH]c3ccccc3c2C)CC1CCO (configuration not stated)	3.7	0.5	19.6	-3.1	-1.2	2.7	0.6	3.3	0.3
Cc1ccnc2nc(C(=O)OCC(=O)NC3CCCC(C)C3C)nn12 (configuration not stated)	2.1	-3.2	-6.6	6.4	-1.6	-6.8	-1.1	0.7	x
CC(/C=C/c1ccc2c(c1)OCO2)=N/NC(=O)c1ccncc1	1.5	1.8	-0.9	6.5	5.8	0.6	3.0	-1.1	10.1
CCOc1ccccc1C1N(c2ccc(F)cc2)C(=O)C2CCCN21 (configuration not stated)	3.8	-0.3	2.6	3.4	-5.6	-2.9	1.1	-6.6	5.0

By substructure, those above containing a furan ring, fused or not.
SMILES	PAFAH2 inh	pPAFAH inh	PREPL inh	PAFAH1B3 inh	PAFAH1B2 FP inh	PAD4 inh	LYPLA1 inh	LYPLA2 inh	GSTO1 inh
O=C(CN1CCN(C(=O)c2ccco2)CC1)Nc1ccc(Br)cc1	-7.4	-1.9	10.0	-3.5	-1.0	-3.4	0.5	-3.0	2.9
COc1ccc(S(=O)(=O)N2CCOC2CNC(=O)C(=O)NCc2ccco2)cc1 (configuration not stated)	-4.5	5.1	0.8	2.5	1.2	3.9	2.8	3.2	1.7
NS(=O)(=O)c1ccc(O)c(NC(=O)c2ccc([N+](=O)[O-])o2)c1	18.9	0.9	11.6	13.8	1.1	-11.9	3.3	4.5	15.9

This is a subset; rates above refer to the full screens.
